High-throughput results deposited in PubChem by National Center for Advancing Translational Sciences (NCATS).
HepG2 tox = kills HepG2 cells in TGF-b inhibitor counter-screen; 410,000 tested, 0.76% active; Potency, µM (highest dose often 46.1 µM), for inactives: at the top dose activity change, negative = cytotoxicity, most hits filed as cytotoxic; AID 588856; HepG2 CAGA-GFP viability, ATP luminescence, 18 h; note: potency is the fitted concentration of half-maximal effect; some results filed as inactive show a strong effect at the top dose
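CellTiter-Glo luminescence gave cytotoxicity after 18 hours at 37 degrees C. The cells were HepG2 CAGA-GFP in 1% FBS DMEM, stimulated with 500 pg/mL TGF-beta after compound addition. %Activity was normalised to no-cell wells (complete cell-killing) and DMSO (no toxicity), and curves were fitted and classified.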
ATXN2 expr inh = inhibitors of ATXN2 expression | HEK-293 ATXN2-luciferase reporter, luminescence, 24 h | Potency, µM (titrated, usually from 57 µM), for the others: at the top dose activity change, negative = inhibition, hits mostly inhibitors | 360,000 tested, 0.72% active; note: potency is the fitted concentration of half-maximal effect; % is set by controls: 0 for no effect and ±100 for the full control effect; nearly all actives have a fitted effect of over 55% in size
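ATXN2-luciferase reporter cells (luciferase flanked by upstream and downstream ATXN2 gene portions) were treated 24 h at 37 °C with compounds at up to 57 uM. SteadyGlo luminescence gave expression; GF-AFC fluorescence gave viability.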
MCF10A rereplic = DNA re-replication induction in MCF 10a cells. MCF 10A DNA re-replication, Hoechst nuclear intensity, 48 h. Potency, µM (top dose mostly 46.1 µM), inactives show at the highest dose activity, positive = re-replication, most hits filed as activators. 350,000 tested, 2.9% active; note: potency is the fitted concentration of half-maximal effect; % of control where 0% means no effect; nearly all actives have a fitted effect of over 50% in size
Nrf2 block = blocks Nrf2 signaling. A549 ARE-Fluc reporter, luciferase luminescence, 18-24 h. Potency, µM (doses to about 46 µM), without a hit: at the highest dose activity change, negative = inhibition, hits mostly inhibitors. 360,000 tested, 2.1% active; note: potency is the fitted concentration of half-maximal effect; % is set by controls: 0 for no effect and ±100 for the full control effect; nearly all actives have a fitted effect of over 60% in size
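A549 ARE_Fluc cells, 5000/well, 5% FBS OPTI-MEM; compounds in dose-response, 18-24 h at 37 °C/5% CO2; CellTiter-Fluor viability read (Ex 405/Em 525), then BugLite luciferase luminescence = Nrf2 activity.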
S2 tox = reduces viability in counter-screen for ATXN expression inhibitors. S2 cells (HEK-293 line with an ATXN2-luciferase reporter) viability, CellTiter-Fluor protease fluorescence, 24 h. Potency, µM (titrated, usually from 56.7 µM), actives largely listed as cytotoxic. 400,000 tested, 0.49% active; note: potency is the fitted concentration of half-maximal effect; nearly all actives have a fitted effect of over 40% in size
Nrf2 ARE act = activators of Nrf2 (ARE) signaling; AREc32 ARE-luciferase reporter (MCF7-derived line), luminescence, 24 h; 410,000 tested, 0.31% active; Potency, µM (doses to about 46.1 µM), inactives show at the top dose activation, usual class: activators; note: potency is the fitted concentration of half-maximal effect; % of control where 0% means no effect; nearly all actives have a fitted effect of over 65% in size
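Steps: seed AREc32_Fluc cells (1000/well, 5% FBS OPTI-MEM); incubate overnight at 37 deg C; add 23 nL compound; incubate 24 hr; add Steady-Glo; hold 30 min RT; read luminescence.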
A549 viability = A549 cytotoxicity, counter-screen for Nrf2 inhibitors | Potency, µM (highest dose often 46 µM), for inactives: top-dose activity change, negative = cytotoxicity, usual class: inhibitors | A549 ARE-Fluc cells, CellTiter-Fluor viability, 18-24 h | 390,000 tested, 0.16% active | AID 504648; note: potency is the fitted concentration of half-maximal effect; % is set by controls: 0 for no effect and ±100 for the full control effect
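A549 ARE_Fluc cells in 5% FBS OPTI-MEM were exposed to compounds in concentration-response for 18-24 h at 37 deg C. Viability was read by CellTiter-Fluor fluorescence (Ex 405/Em 525) after 30 min, before the luciferase read.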
TGFb SMAD3 inh = inhibitors of TGF-b signaling; HepG2 CAGA-GFP TGF-b/SMAD3 reporter, GFP fluorescence, 18 h; TGF-beta stimulated, 500 pg/mL final; Potency, µM (series often up to 46.1 µM), inactives show top-dose activity, negative = inhibition, hits mostly inhibitors; 410,000 tested, 1.2% active; AID 588855; note: potency is the fitted concentration of half-maximal effect; % is set by controls: 0 for no effect and ±100 for the full control effect; nearly all actives have a fitted effect of over 65% in size
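Cell-based qHTS in HEPG2 carrying a CAGA-GFP Smad reporter; compounds added before 500 pg/mL final TGF-beta, 18 h incubation at 37 degrees C, GFP fluorescence quantified per cell by imaging cytometry.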
IL1B secr inh = blocks inflammasome-driven IL-1 beta release | THP-1 LPS/ATP IL-1B secretion, AlphaLISA, 16 h; active compounds read low | activity change, % at 57.5 µM | 360,000 tested, 4.7% active; in the data active = activity change below about -50%; inconclusive = mostly about -30% to -49%; note: % is set by controls: 0 for no effect and ±100 for the full control effect
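Secreted IL-1B measured by AlphaLISA bead assay after 16 h compound exposure of THP-1 cells; compounds (final up to 57.5 uM) added 1 h before LPS (250 ng/mL) and ATP (1.25 mM) stimulation; lower signal means less secretion.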
Active calls of the source: *; i = inactive; ? = inconclusive; / = no result given; & = joins results of further samples; [ ] = remark or other dose. Unless noted, calls come from the whole dose curve; as a rule, active = well fitted curve in the direction sought with a large enough effect; inconclusive = small, poorly fitted or top-dose-only effect, or another doubt; inactive = no such curve, though single readings can be large; an effect the other way counts as inactive or inconclusive. This is a subset (hit frequency here may not be typical).

Field names – A = HepG2 tox; B = ATXN2 expr inh; C = MCF10A rereplic; D = Nrf2 block; E = S2 tox; F = Nrf2 ARE act; G = A549 viability; H = TGFb SMAD3 inh; I = IL1B secr inh
> CC1(C)C2SCC(=O)N2CCN1CC(=O)NN (centres undefined)
  A: 8% | B: 20% | C: -1% | D: 3% | E: i | F: 0.0% | G: -6% | H: -7% | I: 17

> COC(=O)C1=C(c2cccc(C#N)c2)C[C@@H]2CC[C@H]1N2C(=O)N1CCCC1
  A: 0% | B: 2% | C: -1% | D: 7% | E: i | F: -0.8% | G: -4% | H: 0% | I: 35

> CCn1c(CNC(=O)c2ccc3c(c2)OCO3)nnc1SCC(=O)Nc1cc(C)ccc1OC
  A: 0% | B: -8% | C: -1% | D: -8% | E: ? | F: -0.3% | G: -5% | H: ? | I: -14

> CC(=O)OC1N=C(c2ccccc2)c2ccccc2NC1=O (centres undefined)
  A: 14% | B: 1% | C: ? | D: 8% | E: i | F: 0.1% | G: -1% | H: -2% | I: 24

> C[C@]12C=CC(=O)C=C1CC[C@@H]1[C@@H]2CC[C@]2(C)C(=O)CC[C@@H]12
  A: 1% | B: -5% | C: 18% | D: -22% | E: i | F: 4.0% | G: 13% | H: 22% | I: -4

> O=c1c(O)c(-c2ccc(O)c(O)c2)oc2cc(O)cc(O)c12
  A: 2%&-58% | B: 7%&18%&-5% | C: -33%&0%[inhibitor] | D: -4% | E: ? | F: 3.8% | G: -11% | H: ? | I: 39

> COc1ccc(C(O)C(C)NC(C)C(O)c2ccc(OC)cc2)cc1 (centres undefined)
  A: -38% | B: -17% | C: 15% | D: 7% | E: ? | F: -0.5% | G: -3% | H: -29% | I: 0

> Cc1ccc(NC(=O)CCNC(=O)N2C[C@H]3C[C@@H](C2)c2cccc(=O)n2C3)c(C)c1
  A: -11% | B: 8% | C: -1% | D: 3% | E: i | F: -0.4% | G: -6% | H: 17% | I: 11

> CCCCn1nnnc1C(C1CC1)N1CCC(n2c(=O)[nH]c3ccccc32)CC1 (centres undefined)
  A: -46% | B: -15% | C: / | D: / | E: i | F: 0.0% | G: / | H: -25% | I: -15

> COC(=O)C1=C(c2ccc(F)cc2F)C[C@@H]2CC[C@H]1N2C(=O)N1CCOCC1
  A: 2% | B: 5% | C: 16% | D: -15% | E: i | F: -0.8% | G: -2% | H: 10% | I: 11

> Cc1cccc(NP(C)(=O)c2nc3c(s2)CCCC3)c1 (centres undefined)
  A: -12% | B: 3% | C: 1% | D: 8% | E: ? | F: -0.4% | G: -23% | H: 13% | I: 13

> CCOc1ccccc1-n1c(O)c(C=NCc2ccc3c(c2)OCO3)c(=O)[nH]c1=O
  A: -18% | B: 4% | C: 1% | D: 11% | E: i | F: -0.7% | G: 6% | H: 7% | I: 14

> CN(C)C(Cc1ccc(C#N)cc1)C(=O)c1ccccc1 (centres undefined)
  A: -14% | B: -5% | C: 1% | D: 4% | E: i | F: 2.4% | G: 4% | H: -4% | I: 2

> c1ccc(CN2Cc3ccccc3-n3nncc3C2)cc1
  A: -5% | B: -12% | C: / | D: / | E: i | F: 4.6% | G: / | H: -9% | I: 13

> CCCCn1nnnc1C(CCSC)N1CCC(n2c(=O)[nH]c3ccccc32)CC1 (centres undefined)
  A: -26% | B: -31% | C: / | D: / | E: ? | F: -0.2% | G: / | H: -34% | I: -4

> Cn1c(=O)oc2cc(S(=O)(=O)N3CCC(C(=O)N4CCc5ccccc5C4)CC3)ccc21
  A: -6% | B: 1% | C: -1% | D: 6% | E: i | F: -0.8% | G: 8% | H: ? | I: 9

> CC(Cl)(Cl)/C(=N/P(=S)(N1CCOCC1)N1CCOCC1)N1CCOCC1
  A: -1% | B: / | C: -5% | D: 19% | E: i | F: -0.4% | G: -2% | H: -13% | I: 12

> COc1ccc(C(c2nnnn2-c2ccc3c(c2)OCCO3)N2CCC(n3c(=O)[nH]c4ccccc43)CC2)cc1 (centres undefined)
  A: -2% | B: -2% | C: / | D: / | E: ? | F: 0.6% | G: / | H: ? | I: ?

> O=C(Nc1cccc(Cl)c1)c1cnc2sc(N3CCCC3)nn2c1=O
  A: -18% | B: / | C: / | D: 5.2µM* | E: / | F: 0.3% | G: -1% | H: / | I: /

> Cc1c(C(=O)N2CCC3(CC2)OCCO3)sc2ncnc(N3CCN(c4ccccn4)CC3)c12
  A: 4% | B: ? | C: -3% | D: ? | E: ? | F: 0.1% | G: 2% | H: -29% | I: -81*

> O=c1cccc2n1CC1CC2CN(S(=O)(=O)c2ccc(F)cc2)C1 (centres undefined)
  A: 7% | B: -31%[11.3 µM] | C: -3% | D: -8% | E: i | F: 0.3% | G: -6% | H: 2% | I: 1

> CN1CCN(C(=O)COc2ccc3ccccc3c2Br)CC1
  A: -12% | B: 6% | C: 3% | D: 14% | E: i | F: -0.3% | G: 2% | H: -1% | I: 3

> Clc1ccccc1CN1CCN(c2ccccc2)CC1
  A: -8% | B: 0% | C: ? | D: -16% | E: i | F: -0.8% | G: -7% | H: -2% | I: 20

> COC(=O)C1C2c3ccccc3C(c3ccccc32)C1C(=O)OC (centres undefined)
  A: 4% | B: -11% | C: -2% | D: 4% | E: i | F: -0.4% | G: -4% | H: 22% | I: -2

> Cc1ccc(Cn2cccc(C(=O)Nc3cc(C)on3)c2=O)cc1
  A: -21% | B: 8% | C: / | D: / | E: i | F: -0.2% | G: -2% | H: -5% | I: /

> O=c1c2ccccc2nc(/C=C/c2ccc3c(c2)OCO3)n1-c1ccccc1
  A: 0% | B: -2% | C: ? | D: -21% | E: i | F: 3.3% | G: -7% | H: -27% | I: -16

> C[C@H](NC(=O)N1C[C@H]2C[C@@H](C1)c1cccc(=O)n1C2)C(=O)Nc1cccc(F)c1
  A: 5% | B: 7% | C: -3% | D: 6% | E: i | F: -0.3% | G: -1% | H: 6% | I: -14

> Cc1ccc(NP(=O)(Nc2ccc(C)cc2)Oc2ccccc2)cc1
  A: -12% | B: 2% | C: -16% | D: -13% | E: ? | F: 2.9% | G: -5% | H: -25% | I: -71*

> O=C1CCCC2C3CCCN4CCCC(CN12)C34 (centres undefined)
  A: -1% | B: -1% | C: 2% | D: 5% | E: i | F: -0.2% | G: 0% | H: 5% | I: -13

> Cn1ncnc2c(=O)n(C)c(=O)nc1-2
  A: 0.2µM* | B: 3.5µM* | C: 18µM* | D: 0.18µM* | E: 4.5µM* | F: -4.9% | G: 0.46µM* | H: 0.11µM* | I: -108*

> C[C@]12CCC3C(CC[C@H]4C[C@@H](O)CC[C@]34C)C1C[C@@H](Br)[C@@H]2O (some centres undefined)
  A: 2% | B: 1% | C: 9% | D: -2% | E: i | F: 0.1% | G: 3% | H: 0% | I: 2

> CCCC(=O)Nc1ccc(N2CCN(CC)CC2)c(Cl)c1
  A: 3% | B: 3% | C: -10% | D: 11% | E: i | F: 0.1% | G: 3% | H: 26% | I: 15

> C/C(=N\N1CCCCCC1)c1c(O)n(-c2ccc(C)cc2)c(=O)[nH]c1=O
  A: -43% | B: -8% | C: 21% | D: -1% | E: i | F: 4.3% | G: 0% | H: -17% | I: -2

> c1cc2c(cc1CCNC1C3CC4CC(C3)CC1C4)OCO2 (centres undefined)
  A: -10% | B: -21% | C: 9% | D: 7% | E: i | F: 0.2% | G: 7% | H: 2% | I: -7

> COc1ccc(OC)c(CCNCc2c(C(=O)O)c(C)n(Cc3ccc(F)cc3Cl)c2C)c1
  A: -13% | B: / | C: / | D: 39% | E: / | F: 0.8% | G: 8% | H: -11% | I: /

> Cc1ccc(NC(=O)Nc2cc3c(cc2N2CCCCC2)n(C)c(=O)n3C)cc1Cl
  A: -9% | B: -18% | C: / | D: 21µM* | E: i | F: 0.0% | G: -19% | H: ? | I: /

> CC1CN1P1(=O)OCC(C)([N+](=O)[O-])CO1 (centres undefined)
  A: -14% | B: 7% | C: -2% | D: 3% | E: i | F: 2.2% | G: -6% | H: -15% | I: 20

> COc1nc(NC(C)C)nc(NC(C)C)n1
  A: -6% | B: 9% | C: 2% | D: 6% | E: i | F: -0.2% | G: -3% | H: 21% | I: -12

> CCOC(=O)Cn1cc(C=C2C(=O)N(C)C(=O)N(C)C2=O)c2ccccc21
  A: -42% | B: 0% | C: -7% | D: -8% | E: i | F: -0.1% | G: 0% | H: 7.1µM* | I: 0

> O=C1NC2C(=CC(O)C(O)C2O)c2cc3c(c(O)c21)OCO3 (centres undefined)
  A: -21% | B: ? | C: ? | D: 0.26µM* | E: ? | F: -2.2% | G: ? | H: -126% | I: -117*

> O=C(Nc1cc(C(F)(F)F)cc(C(F)(F)F)c1)c1cccn(Cc2ccccc2Cl)c1=O
  A: -12% | B: 4% | C: / | D: / | E: i | F: -0.3% | G: 10% | H: -3% | I: /

> Cc1ccc2occ(CN3CC4CC(C3)c3cccc(=O)n3C4)c(=O)c2c1 (centres undefined)
  A: 0% | B: 4% | C: 26% | D: -16% | E: i | F: -0.8% | G: 5% | H: 0% | I: -1

> Cc1ccc2oc(=O)c(-c3nc4ccc(C)cc4[nH]3)cc2c1
  A: -9% | B: 20% | C: / | D: / | E: i | F: 8.0% | G: -17% | H: 6% | I: /

Part of the list above, limited to S2 tox, Nrf2 block and HepG2 tox.
SMILES	S2 tox	Nrf2 block	HepG2 tox
Cc1ccc(NP(=O)(Nc2ccc(C)cc2)Oc2ccccc2)cc1	?	-13%	-12%
O=C1CCCC2C3CCCN4CCCC(CN12)C34 (centres undefined)	i	5%	-1%

Look-ups from the list:
Nrf2 block result of C[C@]12CCC3C(CC[C@H]4C[C@@H](O)CC[C@]34C)C1C[C@@H](Br)[C@@H]2O (some centres undefined) : -2%
ATXN2 expr inh result of COC(=O)C1C2c3ccccc3C(c3ccccc32)C1C(=O)OC (centres undefined) : -11%
